TAAR1 antag: human TAAR1 antagonism; AID 624466; Q96RJ0; 1.5% of 360,000 active; CHO RD-HGA16 TAAR1, Fluo-8 calcium fluorescence, antagonist; inhibition, % at 3 µM;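 active = inhibition above a per-plate cutoff, the mean inhibition of test compounds on that plate plus 3 SD, cut at about 49% in these data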;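 also: 0% = DMSO plus EC80 beta-PEA response and 100% = DMSO alone without agonist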
Target sequence (Q96RJ0 whole entry, looked up): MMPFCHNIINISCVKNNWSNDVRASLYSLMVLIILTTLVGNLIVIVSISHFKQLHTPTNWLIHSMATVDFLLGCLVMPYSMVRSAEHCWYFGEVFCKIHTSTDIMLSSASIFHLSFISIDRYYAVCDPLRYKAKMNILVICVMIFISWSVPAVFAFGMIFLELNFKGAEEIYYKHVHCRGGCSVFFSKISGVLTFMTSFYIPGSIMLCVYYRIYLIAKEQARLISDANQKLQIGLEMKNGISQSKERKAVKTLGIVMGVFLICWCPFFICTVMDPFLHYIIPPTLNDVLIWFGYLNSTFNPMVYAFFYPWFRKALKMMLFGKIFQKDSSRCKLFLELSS
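Test system: RD-HGA16 CHO cells with stable hTAAR1 and Gα16 / Probe or stimulus: EC80 β-phenethylamine stimulus / Times: seeding 17-24 h prior, 75-min 37 °C, 30-min RT dye loading / Detection: Fluo-8 calcium-sensitive fluorescence / Read-out basis: % inhibition scaled between DMSO and EC80 PEA controls / Repeats: singlicate, one well per test compound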
CHO parental Ca: counter-screen: ATP calcium response change in parental CHO cells; parental CHO-K1, ATP-induced calcium, Fluo-8 fluorescence; 0.63% of 330,000 active; inhibition, % at 5.6 µM;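 active = inhibition above that plate's mean sample inhibition plus 3 SD, cut at about 26% in these data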;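 also: 0% = ATP-challenged DMSO wells and 100% = DMSO wells without ATP; some compounds past the cut are filed as inactive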
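material = parental CHO cells | also added = ATP as calcium-mobilizing challenge | dosing = single point at 5.6 µM | detection = intracellular calcium via Fluo-8 no-wash fluorescent dye | read-out = % inhibition | benchmarks = low control ATP plus DMSO, high control DMSO only | repeats = one well per compound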
OXTR potentiator: human OXTR potentiation. 0.061% of 320,000 active. CHO-OTR cells, Fluo-8 calcium fluorescence, potentiator mode; 0% = oxytocin EC15, 100% = EC100. P30559. AID 2445. activation, % at 3 µM;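 active = activation above that plate's cutoff, the mean activation of tested compounds plus 3 SD, cut at about 6.6% in these data, passing the limit was not always enough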;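 also: 100% uses oxytocin at 75 nM as the full agonist control; some results filed as inactive read as strong as hits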
Target sequence (P30559 whole entry, looked up): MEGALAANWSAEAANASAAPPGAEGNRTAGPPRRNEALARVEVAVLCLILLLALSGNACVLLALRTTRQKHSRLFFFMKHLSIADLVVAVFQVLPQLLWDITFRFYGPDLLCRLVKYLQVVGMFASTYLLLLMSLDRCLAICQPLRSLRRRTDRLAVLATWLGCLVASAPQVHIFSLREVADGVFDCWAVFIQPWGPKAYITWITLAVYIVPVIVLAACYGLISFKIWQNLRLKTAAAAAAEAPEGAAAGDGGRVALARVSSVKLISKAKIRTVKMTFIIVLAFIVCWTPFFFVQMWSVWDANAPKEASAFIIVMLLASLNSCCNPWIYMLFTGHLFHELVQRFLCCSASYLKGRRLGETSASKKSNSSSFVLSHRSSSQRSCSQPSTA
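Measured by – Fluo-8 calcium dye fluorescence · Test system – human OTR in CHO cells · Dosing – one concentration, 3.0 µM compound · Controls – EC15 oxytocin alone as 0%, 75 nM oxytocin as 100% · Evaluation – normalized max/min fluorescence ratio, % activation · Timing – 6 min pre-incubation, 100 s read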
M1 ag: activates human CHRM1 receptor; 0.33% of 360,000 active; CHO-K1 hM1, Fluo-8 calcium fluorescence, agonist mode; 0% DMSO, 100% acetylcholine EC100; activation, % at 3 µM;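 active = activation above the run's mean compound activation plus 3 SD, cut at about 16% in these data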;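 also: peak over basal fluorescence ratio within a 140 s kinetic read after compound addition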
CHO-K1 Ca PAM: M1 PAM counterscreen hit in parental CHO-K1 cells; ATP EC20, Fluo-8 calcium fluorescence; 0% at ATP EC20, 100% at ATP max; 0.02% of 360,000 active; AID 602247; activation, % at 3 µM;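 active = activation above the run cutoff, the mean activation of all test compounds plus 3 SD, cut at about 40% in these data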;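 also: peak over basal fluorescence ratio in a 140 s read after ATP addition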
CHO-K1 Ca ag: M1 agonist counterscreen hit in parental CHO-K1 cells; Fluo-8 calcium fluorescence; scaled to maximal ATP response, vehicle zero; activation, % at 3 µM; 0.48% of 360,000 active; in the data active = activation above about 15%;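 also: untransfected CHO-K1 host cells lacking M1 receptor as counterscreen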
CHRM1 antagonist: antagonists of human M1 muscarinic receptor | P11229 | inhibition, % at 3 µM | 1.3% of 360,000 active | CHO-K1 hM1, Fluo-8 calcium fluorescence, ACh EC80 antagonist;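 active = percent inhibition above its own plate's cutoff, namely the mean of that plate's compound wells plus 3 SD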;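 also: peak over basal fluorescence ratio during 140 s after agonist addition; 0% = ACh EC80 plus DMSO and 100% = DMSO alone without agonist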
TAAR1 ag: human TAAR1 agonism; Q96RJ0; CHO RD-HGA16 TAAR1, Fluo-8 calcium fluorescence; vehicle wells 0%, saturating PEA agonist 100%; activation, % at 3 µM; 0.99% of 360,000 active; AID 624467;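 active = activation above the mean activation of all test compounds in the run plus 3 SD, cut at about 38% in these data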
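System: CHO-derived RD-HGA16 cells with stable Gα16 and human TAAR1. Times: 17-24 h plating, Fluo-8 75 min 37 °C, 30 min RT. Measured by: calcium-sensitive Fluo-8 signal, excitation 470-495, emission 515-575 nm. Read-out basis: % activation relative to PEA EC100 response. Control set: DMSO and PEA EC100. Repeats: no replicates (n 1).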
CHO-K1 Ca antag: nonselective inhibitor or artifact in parental CHO-K1 cells; ATP-induced calcium, Fluo-8 fluorescence; AID 602250; inhibition, % at 3 µM; 0.6% of 360,000 active;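 active = inhibition above a per-plate cutoff, the plate's mean sample inhibition plus 3 SD, cut at about 24% in these data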;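 also: 0% = DMSO plus EC80 ATP and 100% = DMSO alone without ATP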
* hit, by the source's call; . = no result given.

SMILES	TAAR1 antag	CHO parental Ca	OXTR potentiator	M1 ag	CHO-K1 Ca PAM	CHO-K1 Ca ag	CHRM1 antagonist	TAAR1 ag	CHO-K1 Ca antag
COCCN(CC(=O)Nc1cccc(C)c1C)C(=O)CN1C(=O)NC2(CCCCC2)C1=O	3	-5	4	-3	3	0.0	-2	3	-10
CC(C)CCn1nc(C(=O)OC(C)C(=O)NC(N)=O)c2ccccc2c1=O (stereo not drawn)	-3	-23	2	-3	22	0.7	-10	20	-8
CCCCn1c(=O)[nH]c2nc3cc(NC(C)=O)ccc3nc2c1=O	-17	-6	-8	1	-8	2.1	-17	2	-9
COc1ccc(N(C(C)C(=O)N2CCC(Cc3ccccc3)CC2)S(C)(=O)=O)cc1 (stereo not drawn)	4	5	-9	-4	-2	8.3	0	0	-9
CC(=O)Nc1ccc(OC(=O)c2cc([N+](=O)[O-])ccc2Cl)cc1	.	3	-4	-4	-2	0.3	4	.	5
Cc1ccc(C)c(-n2c3nc(=O)[nH]c(=O)c-3cc3cc([N+](=O)[O-])ccc32)c1	5	8	-6	-2	0	1.8	8	3	3
O=C1NC[C@H](CCCCN2CCN(CC3CCCCC3)C(=O)C2=O)N(CCC2CCCCC2)C1=O	-12	.	.	.	18	1.3	.	5	-16
O=C(NCC(=O)N(Cc1cccs1)C(C(=O)NC1CCCCC1)c1cccnc1)c1ccco1 (stereo not drawn)	9	-19	1	-3	-4	-0.2	-3	6	7
O=c1cc(CSc2ccc(S(=O)(=O)N3CCCCC3)cn2)nc2sccn12	9	-8	4	-2	14	0.0	-29	7	-13
FC(F)(F)c1cccc(N2CCN(Cc3cccnc3)CC2)c1	-1	-6	-3	-5	21	1.0	-6	4	-8
O=[N+]([O-])c1ccc(O)c(/C=N/n2cnnc2)c1	-8	-6	4	-1	25	1.3	-2	0	-15
CN(CC(=O)Nc1ccc(F)cc1)C(=O)CNC(=O)C1CCCCC1	-28	-8	-4	-4	-5	-0.2	8	9	-13
Cc1cc(-c2cccs2)c2c(N)c(C(=O)c3ccc4c(c3)OCO4)sc2n1	4	-6	-3	-8	23	4.4	3	2	-1
Cc1ccc(N2C(=O)CSC2c2cccs2)cc1 (stereo not drawn)	-14	-9	-3	-12	-2	0.8	4	-1	7
Cc1ccn(CC(=O)N2CCCC(N3CCN(c4cccc(C(F)(F)F)c4)CC3)C2)n1 (stereo not drawn)	-7	.	.	0	6	0.7	-4	-1	-6
COc1ccc2[nH]cc(C(O)CN3CCC(C(N)=O)CC3)c2c1 (stereo not drawn)	-12	-4	-2	-4	3	0.0	-29	5	2
COc1cc2c(cc1OC)CN(CC(=O)Nc1ccccc1C#N)CC2	21	-8	-5	-6	21	0.6	-7	1	-14
Cc1cc(C)nc(Nc2nc(C)c3cc4c(cc3n2)OCO4)n1	-4	-1	-7	0	12	-0.1	-2	5	-1
CCCn1cnc2cc(NCc3cccc(OC)c3)ccc21	-3	-7	0	-12	1	0.3	6	2	-14
CCNC(=O)CN(c1ccc(Cl)cc1)S(=O)(=O)c1ccccc1	-5	-8	-10	-5	20	1.1	-12	3	0
COc1ccc2ccccc2c1C(O)c1nccn1C (stereo not drawn)	21	-1	-6	0	17	3.6	1	21	-7
CCc1ccc([C@@H]2C[C@H]3[C@@H](CN2S(=O)(=O)c2ccc(C)cc2)C(=O)C[C@@H](c2ccc(Cl)cc2)N3S(=O)(=O)c2ccc(C)cc2)cc1	-14	.	.	-3	15	1.2	-1	2	-2
CCOc1ccc(NC(=O)CCC(=O)O)cc1	3	9	1	-2	14	0.8	-17	0	-9
Nc1nc2ccc(Cl)cc2o1	15	.	.	-4	2	0.4	-8	1	7
CCn1c(CC(=O)Nc2ccccc2F)nnc1SCC(=O)NC1CCCCC1	-25	-12	-4	2	-23	-0.2	-6	-4	4
Later entries
SMILES	TAAR1 antag	CHO parental Ca	OXTR potentiator	M1 ag	CHO-K1 Ca PAM	CHO-K1 Ca ag	CHRM1 antagonist	TAAR1 ag	CHO-K1 Ca antag
OCCc1c[nH]c2ccccc12	-5	-1	4	-3	13	0.2	-7	3	-2
CCOC(=O)NC(O)C(=O)c1ccc(F)cc1 (stereo not drawn)	12	-8	-2	-7	15	0.1	-5	7	4
CNC(=S)N=Nc1c(O)[nH]c2ccccc12	5	1	-6	-5	15	0.7	-4	1	-10
Cc1ccc(C(=O)C[n+]2ccc(Cc3ccccc3)cc2)cc1	9	-7	0	-7	9	1.4	13	0	-6
CC(=O)N1CCN(c2ccccc2NC(=O)c2cccs2)CC1	-8	-10	-4	2	-24	0.8	-2	0	5
C=Cn1cc[n+](CC(=O)c2ccc(-c3ccccc3)cc2)c1	3	-11	-7	-9	10	-0.1	-2	1	-5
CSC[C@H](NC(=O)COc1cc2c(c3oc(=O)c(C)c(C)c13)CCC(C)(C)O2)C(=O)O	-11	3	-4	2	-8	-0.4	-18	3	2
C[C@@H]1CN([C@@H](C)CO)C(=O)c2cc(Br)cnc2O[C@@H]1CN(C)S(=O)(=O)c1ccc(F)cc1	4	.	.	-6	6	-0.5	9	0	10
COc1ccc(S(=O)(=O)N(C)[C@H]2C[C@H]3c4cc(N5CCN(C)CC5)ccc4CCN3C(=O)[C@H]2[C@H](C)O)cc1	-5	.	.	-6	-6	-0.2	15	1	13
COc1ccc(-c2nc(CS(=O)CC(=O)NCCN3CCCCC3C)c(C)o2)cc1OC (stereo not drawn)	-17	-17	4	-11	13	-0.7	-5	1	-7
COC(=O)c1ccccc1NC(=O)c1ccnn1C	-12	-1	3	-4	21	0.6	-11	-2	-9
COC(=O)c1ccc(-c2nc(CN3CCN(Cc4cccc(C)c4)CC3)c(C)o2)cc1	-11	-21	3	-7	15	2.7	-11	-1	-9
Cc1cccc(NC(=O)CNC(=O)c2ccccc2Cl)n1	-7	-18	-5	-2	-27	1.7	-3	0	6
N#Cc1ccsc1NC(=O)CN1CCN(S(=O)(=O)c2ccc3ccccc3c2)CC1	-2	13	-4	-5	16	1.3	0	0	-3
CC(C)[C@@H]1N[C@]2(C(=O)Nc3ccccc32)[C@@H]2C(=O)N(c3cccc(C(F)(F)F)c3)C(=O)[C@@H]21	-2	-6	8	-3	7	0.1	16	0	1
O=C(COC(=O)CCc1nc2ccccc2c(=O)[nH]1)NC(=O)NC1CCCC1	-22	-6	-8	-6	21	0.3	-1	1	-10
Cc1cc(C)c2c(c1)c(C)cc1nnc(SCC(=O)c3cccs3)n12	.	-14	-6	-6	1	0.8	-4	.	-11
COc1ccc(C(=S)N2CCN(c3cccc(Cl)c3)CC2)c(OC)c1	5	-10	-18	-6	4	1.2	6	-1	-8
Cc1c(CNCCc2ccc(Cl)cc2)c(C(=O)O)c(C)n1Cc1ccccc1	-8	-18	-2	-5	-3	-0.3	-5	25	2
NCCCC[C@H]1CNC(=S)N1CC1CCCCC1	0	-8	-4	-9	7	0.4	-2	5	-10
O=C(COC(=O)c1cc([N+](=O)[O-])ccc1NCCO)c1ccccc1	26	9	-7	-6	-4	2.2	5	8	-2
CC(NC(=O)CCl)c1ccccc1Br (stereo not drawn)	-17	2	2	-2	4	0.1	-14	0	-5
Cc1cc(NC(=O)CCCC(=O)Nc2ccc(F)cc2)no1	6	-9	-6	-2	6	0.3	-27	14	6
Fc1cc(F)c2nc(Nc3nc4cc5c(cc4s3)OCO5)sc2c1	61*	-8	2	-8	27	1.8	-4	3	-12
COc1ccc(C(=O)N2CCN(c3ccc(C(C)=O)cc3F)CC2)cc1S(=O)(=O)NC1CC1	-14	-29	-3	-6	-18	0.3	1	3	-2
Later entries
SMILES	TAAR1 antag	CHO parental Ca	OXTR potentiator	M1 ag	CHO-K1 Ca PAM	CHO-K1 Ca ag	CHRM1 antagonist	TAAR1 ag	CHO-K1 Ca antag
O=C(/C=C/c1ccco1)N1CCN(S(=O)(=O)c2ccccc2)CC1	5	-8	-2	-5	14	1.1	-6	1	-14
N/N=C(\c1ccccc1)c1cc(Br)ccc1N	-35	-11	-15	-5	21	1.1	-11	2	-12
O=C(Nc1ccc(Cl)cn1)c1ccccc1-c1ccccc1	-13	.	.	2	13	0.2	-9	-1	-3
Cc1ccc(S(=O)(=O)N2CC(=O)NC(=O)C2)cc1	-27	2	0	-2	-4	0.4	-5	5	-11
COc1c(C)cc(C(=O)C2CCCN(C(=O)c3ccoc3)C2)cc1C (stereo not drawn)	-38	-15	-1	-5	-7	0.7	-5	3	-12
Cc1ccc(SCC(=O)NC(=O)c2ccc(S(=O)(=O)N(C)C)cc2)cc1C	-8	-21	-8	-4	18	2.1	0	5	-5
COc1ccc(-c2nc3ccccc3c(=O)n2CC(C)C)cc1	-4	-11	-12	-9	6	-0.6	-24	-4	-11
COc1ccc(CN2CCN(CCc3ccccc3)C(CCO)C2)cc1Cn1cncn1 (stereo not drawn)	12	-20	-9	-10	12	-0.2	2	0	2
CC(C)c1cccc(C(C)C)c1OCCCCN1CCCC1	-10	-3	-2	-8	26	1.4	33*	-1	-17
O=S1(=O)c2c(F)cccc2OC(COCc2ccccc2)CN1C1CCCC1 (stereo not drawn)	16	.	.	-4	-6	0.4	-8	2	-7
Cc1csc(NC(=O)CSc2nnc(-c3ccc(S(=O)(=O)N4CCCC4)cc3)o2)n1	.	-13	0	-5	20	2.4	-8	.	-19
CSc1nc(=O)n(CCC#N)nc1SC	-10	.	.	-3	-2	0.3	2	2	4
CCCCNC(=O)CN1C(=O)NC2(CCCc3ccccc32)C1=O (stereo not drawn)	11	-4	-8	-1	9	-0.2	-7	1	-3
COc1cccc(CNC(=O)[C@@H]2CCCN2C(=O)[C@@H]2CCCN2C(=O)c2c(F)cccc2F)c1	-32	.	.	.	-3	0.0	.	2	12
CCOc1ccc(NS(=O)(=O)c2ccc(C(=O)N3CCCCCC3)cc2)cc1	29	-1	-24	22*	-9	15*	6	47*	-7
COc1cc(C)c(Br)cc1S(=O)(=O)NCCN1CCOCC1	16	-4	0	-12	9	-0.6	13	3	7
O=S(=O)(Cc1ccccc1)NCC1CCCO1 (stereo not drawn)	-13	-6	-4	1	12	0.7	0	2	-11

Part of the list above, reformatted:
mol: Cc1cc(C)c2c(c1)c(C)cc1nnc(SCC(=O)c3cccs3)n12
  TAAR1 antag: .
  CHO parental Ca: -14
  OXTR potentiator: -6
  M1 ag: -6
  CHO-K1 Ca PAM: 1
  CHO-K1 Ca ag: 0.8
  CHRM1 antagonist: -4
  TAAR1 ag: .
  CHO-K1 Ca antag: -11

mol: COc1ccc(C(=S)N2CCN(c3cccc(Cl)c3)CC2)c(OC)c1
  TAAR1 antag: 5
  CHO parental Ca: -10
  OXTR potentiator: -18
  M1 ag: -6
  CHO-K1 Ca PAM: 4
  CHO-K1 Ca ag: 1.2
  CHRM1 antagonist: 6
  TAAR1 ag: -1
  CHO-K1 Ca antag: -8
